U2OS ROS induce: inducers of reactive oxygen species in cancer cells; AID 624156; hit rate 2% among 46,000; ROS induction (% of piperlongumine), % at 10 µM; U2OS ROS induction, H2DCF-DA fluorescence; in the data active means ROS induction above about 79%, passing the limit was not always enough; inconclusive means no clear call, values can overlap the other calls;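 further: 0% = DMSO vehicle median and 100% = reference compound median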
* marks the source's active call; other numbers are inactive results; ? = inconclusive.

SMILES	U2OS ROS induce
C[C@H](CO)N1C[C@H](C)[C@@H](CN(C)Cc2ccc(C(=O)O)cc2)Oc2ccc(NC(=O)c3ccncc3)cc2C1=O	-1
Cc1ccc(S(=O)(=O)N(C)C[C@@H]2Oc3ccc(NC(=O)Nc4ccc(C(F)(F)F)cc4)cc3C(=O)N([C@@H](C)CO)C[C@H]2C)cc1	13
Cc1ccc2[nH]c3c(N(C)C)ncnc3c2c1	15
CN(C)C(=S)Nc1cc(C(F)(F)F)cc(C(F)(F)F)c1	-2
COc1cc(O)cc(C(=O)O)c1Oc1cc(C)cc(O)c1C(=O)O	-4
C[C@H](CO)N1C[C@H](C)[C@H](CN(C)S(=O)(=O)c2ccc(Cl)cc2)Oc2ccc(NC(=O)CCC(F)(F)F)cc2C1=O	5
C[C@@H]1CCCCO[C@H](CN(C)C(=O)CCC(F)(F)F)[C@@H](C)CN([C@H](C)CO)C(=O)c2cc(NC(=O)C3CCCCC3)ccc2O1	-10
CC(C)NC(=O)N(C)C[C@@H]1Oc2ccc(NC(=O)NC3CCCCC3)cc2C(=O)N([C@@H](C)CO)C[C@H]1C	-24
CS(=O)(=O)N(CC(=O)NC1CC1)c1ccc(Cl)c(Cl)c1	-2
C/C=C1\[C@H](O[C@@H]2O[C@H](CO)[C@@H](O)[C@H](O)[C@H]2O)OC=C(C(=O)O)[C@H]1CC(=O)OCCc1ccc(O)cc1	-5
O=C(c1ccccc1)N(c1ccccc1)c1ccccc1	6
Cc1oc(C(C)(C)C)cc1C(=O)Nc1ccc(C(C)C)cc1	7
C[C@@H]1CN([C@@H](C)CO)C(=O)c2cc(NC(=O)Cc3ccccc3)ccc2O[C@@H]1CN(C)S(=O)(=O)c1ccccc1	6
COc1ccc(NC(=O)N(C)C[C@@H]2Oc3ncc(C#Cc4ccccc4)cc3C(=O)N([C@H](C)CO)C[C@@H]2C)cc1	-4
CC(=O)c1cccc(NC(=O)c2ccsc2NC(=O)COc2ccccc2)c1	4
C[C@@H]1CN([C@H](C)CO)C(=O)Cc2cc(NC(=O)CCCN(C)C)ccc2O[C@H]1CN(C)S(=O)(=O)c1ccc(F)cc1	1
O=[N+]([O-])c1ccc(OCc2nc(-c3cccnc3)no2)cc1	1
COC(=O)c1cccc(NC(=O)CSc2nnc(-c3ccc(Cl)cc3)n2C)c1	-41
C[C@@H]1CN([C@H](C)CO)C(=O)c2cc(NS(=O)(=O)c3ccc(F)cc3)ccc2O[C@H]1CN(C)S(=O)(=O)c1ccccc1	-6
CC1CCc2cc(F)cc3c(=O)c(C(=O)O)cn1c23 (stereo unspecified)	-4
CC(C)NC(=O)Nc1ccc2c(c1)C(=O)N([C@H](C)CO)C[C@H](C)[C@@H](CN(C)C(=O)c1ccncc1)OCCCC[C@@H](C)O2	-3
O=C(OCc1ccc(Cl)cc1Cl)c1ccc2ccccc2n1	11
Cc1ccc(S(=O)(=O)c2n[nH]n3c2nc(=O)c2ccccc23)cc1	2
C[C@@H]1CN([C@H](C)CO)C(=O)Cc2cc(NC(=O)C3CC3)ccc2O[C@@H]1CN(C)Cc1ccc(C(F)(F)F)cc1	31
O=C(CCCCCCC(=O)Nc1ccccc1O)N/N=C\c1ccc2ccccc2n1	14

Further compounds:
SMILES	U2OS ROS induce
C[C@H](CO)N1C[C@H](C)[C@H](CN(C)S(C)(=O)=O)Oc2ccc(NC(=O)Nc3ccc(C(F)(F)F)cc3)cc2C1=O	-3
C[C@@H]1CN([C@H](C)CO)C(=O)c2cccc(NC(=O)Nc3ccc(F)cc3)c2O[C@H]1CN(C)S(=O)(=O)c1cn(C)cn1	67
C=CCn1c(CCn2c3ccccc3c3ccccc32)n[nH]c1=S	37
C[C@H]1CN([C@@H](C)CO)C(=O)c2cc(NC(=O)Cc3cn(C)c4ccccc34)ccc2O[C@@H]1CN(C)Cc1ccccc1	?
C[C@@H]1CN([C@H](C)CO)C(=O)c2cc(NS(=O)(=O)c3cn(C)cn3)ccc2O[C@@H]1CN(C)S(=O)(=O)c1cccs1	-6
COc1cccc(-c2noc(-c3ccc(Br)o3)n2)c1	?
COc1ccc(-c2c(-c3ccc(OCc4cnn(-c5ccccc5)c4)c(C)c3O)n[nH]c2C)cc1	-2
COc1cc(CNCc2ccccc2)cc(I)c1OCC#N	-9
CC(C)NC(=O)Nc1cccc2c1O[C@@H](CN(C)C(=O)Nc1ccc(F)cc1)[C@@H](C)CN([C@@H](C)CO)C2=O	-10
CNC(=O)c1cc(C#N)c(SC)s1	15
CC1CCN(S(=O)(=O)c2cccc(C(=O)NC(C)(C)CO)c2)CC1	0
C[C@@H]1CN([C@H](C)CO)C(=O)Cc2cc(NS(=O)(=O)c3cn(C)cn3)ccc2O[C@@H]1CN(C)S(=O)(=O)c1ccccc1	15
C[C@H](CO)N1C[C@H](C)[C@H](CN(C)S(=O)(=O)c2cccs2)Oc2ccc(NS(=O)(=O)c3ccc(Cl)cc3)cc2C1=O	24
COc1ccccc1-c1cc(=O)c2ccccc2o1	-3
COc1ccc(S(=O)(=O)Nc2ccc3c(c2)CC(=O)N([C@H](C)CO)C[C@@H](C)[C@@H](CN(C)S(=O)(=O)c2c(C)noc2C)O3)cc1	89*
C[C@H](CO)N1C[C@H](C)[C@H](CN(C)C(=O)Nc2cccc3ccccc23)Oc2ccc(NC(=O)Nc3cccc4ccccc34)cc2CC1=O	-5
C[C@@H]1CN([C@@H](C)CO)C(=O)CCCn2cc(nn2)CO[C@H]1CN(C)S(=O)(=O)c1ccc(-c2ccccc2)cc1	-3
Cc1nn(C)c(C)c1/C=C/C(=O)C(C)(C)C	-3
CSc1nnc2c(n1)OC(C)N(C(C)=O)c1ccccc1-2 (stereo unspecified)	12
Cc1nn2c(=O)cc(CSc3nc4ccccc4[nH]3)nc2s1	-4
C[C@H](CO)N1C[C@H](C)[C@H](CN(C)CC2CC2)Oc2ccc(NC(=O)Cn3cnnn3)cc2C1=O	3
CSc1ccccc1NC(=O)CN(c1cc(C(F)(F)F)ccc1Cl)S(C)(=O)=O	1
COc1ccc(CN(C)C[C@@H]2Oc3ccc(NC(=O)Nc4ccc(C(F)(F)F)cc4)cc3C(=O)N([C@H](C)CO)C[C@H]2C)cc1	-2
O=C(CCn1cnc2ccccc2c1=O)Nc1ccc(F)c(C(F)(F)F)c1	-1
COc1ccc(C)cc1S(=O)(=O)N(C)CC(=O)Nc1ccc2c(c1)OCCO2	-5

Remaining list, next part:
SMILES	U2OS ROS induce
CC1OC(OCC2OC(O[C@H]3CC[C@@]4(C)C(CC[C@@]5(C)C6=C(CCC45)C4CC(C)(C)CC[C@]4(C(=O)OC4OC(CO)C(O)C(O)C4O)CC6)C3(C)C)C(O)C(O)C2O)C(O)C(O)C1O (stereo partly specified)	-5
CC1(C)COC(CC(=O)c2ccncc2)=N1	3
Cc1cccc(NC(=O)c2ccc(OC(C)C(=O)Nc3ccc(Br)cc3)cc2)c1C (stereo unspecified)	4
C[C@@H]1CN([C@H](C)CO)C(=O)c2cccc(NC(=O)Nc3cccc4ccccc34)c2O[C@H]1CN(C)C(=O)Nc1ccc(F)cc1	30
COC(=O)c1ccccc1NC(=O)CSc1nc2c(cc1C#N)CCCCC2	21
O=c1cc(Nc2ccccc2)cc[nH]1	7
C[C@H](CO)N1C[C@H](C)[C@H](CN(C)S(=O)(=O)c2cccs2)Oc2c(NC(=O)c3cnccn3)cccc2C1=O	5
C[C@@H]1CN([C@@H](C)CO)C(=O)c2cccc(NC(=O)c3ccncc3)c2O[C@@H]1CN(C)CC1CC1	-5
C[C@H]1CN([C@@H](C)CO)C(=O)c2cccc(NC(=O)c3nc4ccccc4s3)c2O[C@@H]1CN(C)S(=O)(=O)c1ccc(F)cc1	?
Cc1noc(C)c1NC(=O)Nc1cccc2c1O[C@H](CN(C)C(=O)Nc1ccc(F)cc1)[C@H](C)CN([C@H](C)CO)C2=O	31
CCOC(=O)c1c(NC(=O)c2ccc(C)c(S(=O)(=O)N3CCOCC3)c2)sc2c1CCC2	-1
CCn1cnc2c(oc3ccccc32)c1=O	-11
COc1ccc(S(=O)(=O)Nc2cccc3c2O[C@@H](CN(C)CC2CC2)[C@H](C)CN([C@H](C)CO)C3=O)cc1	-4
Cc1cc(C)cc(Oc2coc3cc(OCC(=O)NCc4ccccc4)ccc3c2=O)c1	6
C[C@@H]1CN([C@@H](C)CO)C(=O)c2cc(NS(=O)(=O)c3cccs3)ccc2O[C@@H]1CN(C)C(=O)Nc1ccc2c(c1)OCO2	-10
Cc1ccc(S(=O)(=O)Nc2ccc3c(c2)CC(=O)N([C@H](C)CO)C[C@@H](C)[C@@H](CN(C)S(=O)(=O)c2c(C)noc2C)O3)cc1	1
CS(=O)(=O)Nc1ccc2c3c(cccc13)CC2	-11
O=C(O)CCCCCC(=O)N/N=C/c1ccc(F)cc1	-13
COc1ccc(OC(=O)N(C)C[C@H]2OCc3cn(nn3)CCCC(=O)N([C@H](C)CO)C[C@H]2C)cc1	-6
C[C@H](CO)N1C[C@H](C)[C@@H](CN(C)C(=O)Nc2ccc3c(c2)OCCO3)OCc2cnnn2CCCC1=O	42
COc1ccc(Cl)cc1NC(=O)C(C)n1cc([N+](=O)[O-])cn1 (stereo unspecified)	-10
C[C@H](CO)N1C[C@H](C)[C@@H](CN(C)Cc2ccc(C(F)(F)F)cc2)Oc2c(cccc2N(C)C)C1=O	6
Cc1cc(C)cc(N(C(C)C(=O)Nc2cccc(Cl)c2)S(C)(=O)=O)c1 (stereo unspecified)	-7
Cc1noc(C)c1S(=O)(=O)Nc1cccc2c1O[C@H](CN(C)S(=O)(=O)c1ccccc1)[C@H](C)CN([C@@H](C)CO)C2=O	-2
COc1ccc(NC(=O)N(C)C[C@@H]2Oc3ccc(NC(=O)Cc4ccccc4)cc3CC(=O)N([C@H](C)CO)C[C@@H]2C)cc1	-2

Later entries
SMILES	U2OS ROS induce
Cc1cc(C(=O)Nc2cccc3c2O[C@H](CN(C)C(=O)NC(C)C)[C@@H](C)CN([C@@H](C)CO)C3=O)n(C)n1	-9
Cc1noc(C)c1NC(=O)Nc1ccc2c(c1)CC(=O)N([C@H](C)CO)C[C@@H](C)[C@@H](CN(C)Cc1ccc(C(F)(F)F)cc1)O2	7
COc1ccc(C(C)C)cc1S(=O)(=O)n1nnc2ccccc21	-16
Cc1noc(C)c1NC(=O)Nc1cccc2c1O[C@@H](CN(C)Cc1ccc(C(=O)O)cc1)[C@H](C)CN([C@@H](C)CO)C2=O	-6
C[C@@H]1CN([C@@H](C)CO)C(=O)c2cccc(NC(=O)C3CCOCC3)c2O[C@H]1CN(C)S(=O)(=O)c1cn(C)cn1	-3
C=CC1CN(C(C)=O)CCC1CCC(=O)c1ccnc2ccccc12 (stereo unspecified)	6
c1ccc2c(CSc3nc4ccccc4o3)cccc2c1	-1
Cc1ccc(S(=O)(=O)N(C)C[C@H]2Oc3ccc(NS(=O)(=O)c4ccccc4)cc3C(=O)N([C@H](C)CO)C[C@@H]2C)cc1	23
C[C@@H]1CN([C@H](C)CO)C(=O)Cc2cc(NC(=O)C3CCCCC3)ccc2O[C@@H]1CN(C)S(=O)(=O)c1cn(C)cn1	-9
Cc1cc(C)c(OC(=O)/C=C/c2cccs2)c(C)c1	11
COC(=O)c1ccc2c(c1)N(C)C(=O)/C(=C/c1ccccc1OC)S2	9
C[C@@H]1CN([C@H](C)CO)C(=O)c2cccc(NC(=O)c3ccc(-c4nccs4)cc3)c2O[C@H]1CN(C)Cc1ccc(Oc2ccccc2)cc1	53
C[C@@H]1CN([C@H](C)CO)C(=O)Cc2cc(NC(=O)CCC(F)(F)F)ccc2O[C@@H]1CN(C)C(=O)Nc1ccc(C(F)(F)F)cc1	8
Cc1noc(C)c1NC(=O)Nc1cccc2c1O[C@@H](CN(C)Cc1ccc(Cl)c(Cl)c1)[C@@H](C)CN([C@@H](C)CO)C2=O	1
Cc1noc(C)c1NC(=O)Nc1cccc2c1O[C@H](CN(C)S(=O)(=O)c1cccs1)[C@@H](C)CN([C@@H](C)CO)C2=O	-6
CN(Cc1ccccc1)c1nc(-c2ccccc2)cc(C(F)(F)F)n1	-14
COc1ccc(C(=O)CSc2nn3c(SCC(=O)c4ccc(OC)cc4)nnc3s2)cc1	35
CCCn1c2ccccc2c2nnc(SCC(N)=O)nc21	10
C[C@@H]1CN([C@H](C)CO)C(=O)c2cc(NC(=O)c3ccncc3)ccc2O[C@@H]1CN(C)Cc1ccc(-c2ccccc2)cc1	113*
COc1ccc(N/C(N)=N/c2nc(CSc3nc4ccccc4s3)cc(=O)[nH]2)cc1	41

Part of the list above in order of formula weight, smallest number first:
SMILES	U2OS ROS induce
Cc1cc(C(=O)Nc2cccc3c2O[C@H](CN(C)C(=O)NC(C)C)[C@@H](C)CN([C@@H](C)CO)C3=O)n(C)n1	-9
C[C@@H]1CN([C@@H](C)CO)C(=O)c2cccc(NC(=O)C3CCOCC3)c2O[C@H]1CN(C)S(=O)(=O)c1cn(C)cn1	-3
Cc1noc(C)c1NC(=O)Nc1cccc2c1O[C@@H](CN(C)Cc1ccc(Cl)c(Cl)c1)[C@@H](C)CN([C@@H](C)CO)C2=O	1
Cc1noc(C)c1NC(=O)Nc1ccc2c(c1)CC(=O)N([C@H](C)CO)C[C@@H](C)[C@@H](CN(C)Cc1ccc(C(F)(F)F)cc1)O2	7

Copied from the listing (four entries):
SMILES	U2OS ROS induce
COc1ccc(C(=O)CSc2nn3c(SCC(=O)c4ccc(OC)cc4)nnc3s2)cc1	35
CCCn1c2ccccc2c2nnc(SCC(N)=O)nc21	10
C[C@@H]1CN([C@H](C)CO)C(=O)c2cc(NC(=O)c3ccncc3)ccc2O[C@@H]1CN(C)Cc1ccc(-c2ccccc2)cc1	113*
COc1ccc(N/C(N)=N/c2nc(CSc3nc4ccccc4s3)cc(=O)[nH]2)cc1	41

Single entries from the results shown:
U2OS ROS induce result of Cc1cc(C)c(OC(=O)/C=C/c2cccs2)c(C)c1 stands at 11
U2OS ROS induce result of COc1ccc(N/C(N)=N/c2nc(CSc3nc4ccccc4s3)cc(=O)[nH]2)cc1 stands at 41

High-throughput results from PubChem.

Only part of the results is shown, so the mix of outcomes need not match the whole.
